L major viab – reduces viability of Leishmania major promastigotes. resazurin fluorescence viability. inhibition, % at 10 µM. actives 9% (n = 200,000). AID 1063; in the data active means inhibition above about 50%;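 further: promastigotes grown with compound for 44 hours at 28 °C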
bIAP act – intestinal alkaline phosphatase (bovine) activation. purified bovine IAP, CDP-star luminescence, 30 min; hits give high values; fold of DMSO-control signal, blank-subtracted. activation factor at 20 µM. actives 0.17% (n = 200,000). AID 1016;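 active means activation factor of 2 or more at 20 µM, a signal rise over negative controls twice the positive control's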
TNAP inh no acc – inhibitors of human TNAP without phosphate acceptor; purified TNAP, CDP-star luminescence, 30 min; P05186; inhibition, % at 20 µM; actives 0.26% (n = 200,000);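 active means tissue-nonspecific alkaline phosphatase inhibition above about 50% at 20 µM in the single-dose screen, limit read from the data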;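 further: 0% = DMSO negative control and 100% = EDTA positive control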
Target sequence (P05186 whole entry, looked up): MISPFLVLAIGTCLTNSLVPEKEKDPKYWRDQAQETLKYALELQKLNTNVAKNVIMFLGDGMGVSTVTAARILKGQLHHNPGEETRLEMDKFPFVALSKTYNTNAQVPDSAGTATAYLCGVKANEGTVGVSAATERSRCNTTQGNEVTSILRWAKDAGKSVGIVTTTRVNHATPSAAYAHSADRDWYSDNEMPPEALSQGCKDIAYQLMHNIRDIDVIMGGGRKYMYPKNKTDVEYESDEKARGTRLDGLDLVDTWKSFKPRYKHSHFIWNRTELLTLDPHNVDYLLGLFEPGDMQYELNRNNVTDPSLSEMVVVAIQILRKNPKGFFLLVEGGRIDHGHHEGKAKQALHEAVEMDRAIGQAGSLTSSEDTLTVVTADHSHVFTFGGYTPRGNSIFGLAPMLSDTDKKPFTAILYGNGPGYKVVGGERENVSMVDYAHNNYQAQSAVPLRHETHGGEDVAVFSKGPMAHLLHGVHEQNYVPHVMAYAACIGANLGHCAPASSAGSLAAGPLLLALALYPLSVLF
TNAP act hi DEA – TNAP (human) activation, high acceptor; purified TNAP, CDP-star luminescence, 1 M DEA, 30 min; hits give high values; 0 = EDTA background, 1 = DMSO-only activity; activation factor at 20 µM; 200,000 tested, under 10 active; AID 1136;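 active means activation factor at least 2 at 20 µM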
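Dosing: 20 µM single point. System: human TNAP. Amount: TNAP 1/800 final. Incubation: 30 min, room temperature. Read-out: TNAP activation factor scaled between EDTA and DMSO control wells. Signal: luminescence from CDP-star hydrolysis. Medium: 1 M DEA, pH 9.8, Mg2+, Zn2+. Control set: EDTA negative control, DMSO positive control.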
RAM network inh – blocks the yeast RAM network; S. cerevisiae dse1pr::URA3 reporter, 5-FOA growth OD615, 2 d; analog-sensitive cbk1-as2 kinase mutant strain; inhibition, % at 50 µM; actives 1.8% (n = 190,000); AID 868;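 active means inhibition above a set limit, 3 SD over mean compound inhibition, cut at about 8.4% in these data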;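 further: 0% = DMSO-only wells with no growth and 100% = 10 µM 1-NA-PP1 full growth; inhibition rescues growth on 5-FOA so higher OD means more RAM inhibition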
FLuc inh counter – Photinus pyralis luciferase inhibition counter-screen | P08659 | ATPLite firefly luciferase biochemical luminescence, 10 min | inhibition, % at 10 µM | actives 1.5% (n = 200,000) | AID 1006;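 active means inhibition above about 50% when tested at 10 µM, limit read from the data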
Target sequence (P08659 whole entry, looked up): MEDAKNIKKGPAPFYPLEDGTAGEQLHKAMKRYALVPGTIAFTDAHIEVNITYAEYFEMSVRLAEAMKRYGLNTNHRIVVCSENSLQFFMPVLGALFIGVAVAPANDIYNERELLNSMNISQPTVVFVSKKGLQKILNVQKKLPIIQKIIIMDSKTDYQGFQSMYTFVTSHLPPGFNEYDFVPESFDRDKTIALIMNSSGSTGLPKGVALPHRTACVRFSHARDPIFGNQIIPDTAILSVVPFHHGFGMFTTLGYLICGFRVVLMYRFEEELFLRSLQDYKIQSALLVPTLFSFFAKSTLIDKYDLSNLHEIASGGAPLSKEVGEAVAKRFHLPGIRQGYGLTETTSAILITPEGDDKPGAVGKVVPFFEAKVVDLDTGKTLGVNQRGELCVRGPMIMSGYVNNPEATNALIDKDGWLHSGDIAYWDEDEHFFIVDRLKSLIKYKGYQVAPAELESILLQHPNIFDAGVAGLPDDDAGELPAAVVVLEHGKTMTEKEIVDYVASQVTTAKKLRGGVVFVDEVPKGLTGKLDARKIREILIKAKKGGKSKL
bIAP inhibitor – intestinal alkaline phosphatase (bovine) inhibition; AID 1019; 190,000 tested, under 10 active; purified bovine IAP, CDP-star luminescence, 30 min; inhibition, % at 20 µM;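 active means over 50% inhibition of intestinal alkaline phosphatase at 20 µM in the single-dose screen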
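Assay system – bovine IAP enzyme · Quantity – bovine IAP at 1/65,000,000 final dilution · Detection – CDP-star luminescence signal · Times – 30 min reaction at room temperature · Also added – CDP-star substrate at 30 µM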
TNAP inh hiacc – blocks human TNAP under high phosphate acceptor concentration; purified TNAP, CDP-star luminescence, 1 M DEA; P05186; actives 0.03% (n = 200,000); inhibition, % at 20 µM;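 active means over 50% inhibition of tissue-nonspecific alkaline phosphatase at 20 µM in the single-dose screen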;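 further: plate controls were DMSO wells for no effect and EDTA-quenched wells as full inhibition for full effect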
FLuc act counter – affects firefly luciferase, flagging false hits in luciferase stimulation screens; ATPlite luciferase biochemical, luminescence, 10 min; 0 = ATP-free wells, 1 = DMSO control; activation factor at 10 µM; 200,000 tested, under 10 active; AID 1027;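 active means luciferase activation factor, scaled between plate controls, of at least 2 with compound at 10 µM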
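test system = cell-free luciferase reagent | medium = PBS as buffer for the ATP substrate | dosing = test compounds dosed from 2 mM stocks in 100% DMSO | incubation = 10 min at ambient temperature | detection = luminescence measurement of luciferase light output | benchmarks = low control with PBS replacing ATP, high control enzyme plus ATP without compound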
APP transl inh – APP translation inhibition. AID 1285. inhibition, % at 2 µM. SH-SY5Y APP 5'UTR-luciferase reporter, luminescence. actives 0.82% (n = 190,000);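 active means inhibition above a set limit, derived from the sample mean plus 3 SD, cut at about 45% in these data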; further: values of inactives mirror those of a sister screen read the other way
* = called active by the depositor; nt = no result given.

SMILES	L major viab	bIAP act	TNAP inh no acc	TNAP act hi DEA	RAM network inh	FLuc inh counter	bIAP inhibitor	TNAP inh hiacc	FLuc act counter	APP transl inh
Cc1ccc(S(=O)(=O)c2nc(S(C)(=O)=O)sc2N(C)C)cc1	-3	0.9	-7	1.1	3.4	-13	8	-5	1.1	1
CN1C(=O)NC2(O)C(=O)c3ccccc3C12O (stereo not given)	-2	1	10	1	1.9	-3	3	-2	1	3
CN(CCCNC(=O)C1CCC(=O)N1Cc1ccccc1Cl)c1ccccc1 (stereo not given)	-3	1	-13	1	0.4	-6	-2	-5	1.1	-2
Cc1cccc(N2CCN(C(=O)CCn3c(=O)[nH]c4ccccc4c3=O)CC2)c1C	33	1	8	1	6.3	-8	0	-3	1.1	6
COc1cc(/C=N/NC(=O)c2cn(-c3cccc(C)n3)cn2)ccc1O	98*	1	-10	1	3.1	-3	-2	-3	1	11
O=C1c2cccnc2C(Nc2cccc(F)c2)N1Cc1ccco1 (stereo not given)	1	1	-8	1	5.7	-4	-2	-2	1	-9
COc1ccccc1OCCOc1ccccc1/C=N/n1cnnc1	-5	1	-8	1	-0.7	-4	4	2	1	-8
CCN(CC)S(=O)(=O)c1cc(C(=O)NC2CCCCC2)ccc1C	4	0.7	-12	1	1.2	46	25	-4	0.5	-106
O=C(COC(=O)c1ccccc1NC(=O)c1ccco1)NCCC1=CCCCC1	-3	0.9	-24	1	5.7	-4	11	-1	1	-34
O=C(Nc1ccccc1)C1CCN(c2nccs2)CC1	2	0.9	-16	1	1.3	-7	7	-2	1.1	-9
C(=N\c1nc2ccccc2n1CCN1CCCCC1)/c1cccs1	53*	1.2	-1	1.1	2.2	-5	-20	-6	1	-4
Cc1ccc(-c2nn(C)c(=O)c3ccccc23)cc1S(=O)(=O)N1CCCC1	20	1.1	0	1	2.2	-8	-13	-3	1.1	10

Going on with the list:
SMILES	L major viab	bIAP act	TNAP inh no acc	TNAP act hi DEA	RAM network inh	FLuc inh counter	bIAP inhibitor	TNAP inh hiacc	FLuc act counter	APP transl inh
Cn1c2ccccc2c2ncn(CCN3CCOCC3)c(=O)c21	-5	1	-7	1	1.4	-3	2	-4	1	4
CC(C)CNc1oc(-c2ccc(F)cc2)nc1C#N	-9	0.8	-11	1	0.0	-1	17	0	1	-3
CC1CCCC(C)N1C(=O)c1cc(-c2ccc(Cl)c(Cl)c2)on1 (stereo not given)	2	1	-4	1	11*	-4	1	-3	1	-67
Cc1noc(C(=O)NCc2ccc(F)cc2)c1Cl	-7	0.9	-16	1.1	0.5	-5	13	-8	1	-2
CCCC(=O)Nc1nc(-c2ccccc2)c(CC)s1	15	0.8	-3	1.1	-0.2	-6	15	-8	1.1	9
CCOC(=O)c1c(NC(=O)COc2cccc3c2CCN(CC)C3=O)sc2c1CCC2	59*	1.2	0	1	4.8	-3	-16	2	1	-6
Cc1ccc2nc(NC(=O)c3ccc(N4C(=O)CCC4=O)cc3)sc2c1	-4	1.1	16	0.9	5.5	10	-5	5	0.9	-8
Cc1ccc(CNC(=O)c2cccc(OCc3c(C)noc3C)c2)cc1	80*	0.9	-7	1	-0.2	-4	6	-4	1	15
COC(=O)CSc1nc2cc(OC)ccc2cc1C#N	-3	1	-5	1	8.0	6	4	0	0.9	-155
CCc1[nH]nc2c1C(c1ccncc1)C(C#N)=C(N)O2 (stereo not given)	-2	1	-3	0.9	-0.5	-7	5	5	1.1	15
COc1ccc(C(=O)Nn2c(C)nnc2-n2nc(C)cc2C)cc1OC	-6	1	-14	1.1	-0.6	-6	-2	-8	1.1	15
CCOc1ccc2[nH]c(=O)c(CN(CCO)C(=O)c3ccccc3F)cc2c1	-3	1	-11	1.1	8.3	-5	-2	-6	1	12

Next compounds.
SMILES	L major viab	bIAP act	TNAP inh no acc	TNAP act hi DEA	RAM network inh	FLuc inh counter	bIAP inhibitor	TNAP inh hiacc	FLuc act counter	APP transl inh
Cc1ccc(Nc2nc(N)nc(CN3CCCCCC3)n2)cc1	-4	1	-8	1.1	0.7	-6	-2	-5	1.1	7
COc1ccccc1OCCNC(=O)c1cc([N+](=O)[O-])cc([N+](=O)[O-])c1	94*	0.9	-11	1	0.1	-6	12	-2	1.1	7
CC(=O)NC(Cc1ccccc1)C(=O)NC1CCN(c2ncccc2[N+](=O)[O-])CC1 (stereo not given)	57*	0.9	-1	0.9	1.7	-2	8	9	1	6
Brc1ccc(-c2nn3c(-c4ccco4)nnc3s2)o1	3	0.9	-7	1	1.7	-2	8	-1	1	-10
CCc1ccc(N(C(=O)Cc2cccs2)C(C(=O)NC2CCCCC2)c2cn(C)nc2C)cc1 (stereo not given)	15	0.9	7	1	8.5*	-3	5	-1	1	12
CN1C(=O)/C(=C/c2cc3c(cc2Br)OCO3)NC1=S	1	0.9	6	0.9	4.8	0	8	11	1	-9
CCOC(=O)N1CCc2c(sc3c2c(=O)n(Cc2ccccc2)c(=O)n3CC(=O)NCCOC)C1	0	1	-11	1.1	2.9	-3	-4	-6	1	8
CC1CCCCN1CCNS(=O)(=O)c1ccc2c(c1)oc(=O)n2C (stereo not given)	38	1	-6	1.1	0.1	-9	-3	-5	1.1	-3
C=CCOC(=O)C1=C(C)Nc2nc3ccccc3n2C1c1ccncc1 (stereo not given)	15	1	17	1	0.9	-2	2	4	1	-4
CCSc1ccccc1C(=O)Nc1cc(C)on1	1	0.9	-15	1.1	0.6	-5	5	-7	1.1	4
Cc1cccc(C)c1-n1c(C)nn(CCOc2ccccc2)c1=O	7	1	-13	1	0.5	-9	-4	-3	1.1	-5
CCOC(=O)CSc1nc2sc3c(c2c(=O)[nH]1)CC(C)(C)OC3	9	0.9	-6	1	1.9	-1	6	-2	1	12

(listing goes on)
SMILES	L major viab	bIAP act	TNAP inh no acc	TNAP act hi DEA	RAM network inh	FLuc inh counter	bIAP inhibitor	TNAP inh hiacc	FLuc act counter	APP transl inh
CC(=O)Nc1ccc(C(=O)CSc2ncn(-c3ccccc3)n2)cc1	5	1	-8	1	4.4	-2	4	-4	1	-15
Cc1c(Br)c(C(N)=O)nn1C	-8	0.9	-12	1	1.8	-3	5	0	1	2
Cc1noc(C)c1COc1ccc(C(=O)NCCc2ccccn2)cc1	6	1.1	3	1.1	1.0	-6	-9	-5	1.1	-12
CCOc1ccc(C(CC(=O)O)n2cnnn2)cc1OC (stereo not given)	-5	0.8	-8	1	-0.8	3	21	-2	1	-10
COCCN(C(=S)Nc1ccccc1OC)C1CCN(C(C)=O)CC1	34	0.8	-10	1	2.0	4	18	-3	1	22
Cc1n[nH]c(C)c1CCOc1ccc(C(C)C)cc1	8	0.7	-2	1.1	-0.4	-5	26	-6	1.1	14
O=C(Cc1cccc2ccccc12)NC(NC(=S)Nc1ccccc1Cl)C(Cl)(Cl)Cl (stereo not given)	7	1	-7	1	7.7	-1	2	-2	1	-11
Cc1cc(NC(=O)c2ccc([N+](=O)[O-])o2)ccc1NC(=O)c1ccco1	100*	0.9	-6	1	2.7	1	9	0	1	79*
CC(C)c1ccc(/C=c2\sc3nc(-c4ccncc4)nn3c2=O)cc1	-5	1.1	0	1	-0.1	27	-7	0	0.7	4
Cc1ccc(NC(=O)CN2CCC(NC(=O)Cc3ccccc3)CC2)cc1C	-3	1	-5	1	-0.1	-3	-5	0	1	0
COc1ccc(CCNC(=O)c2sc(=S)n(C)c2N)cc1	-5	1	-9	1	2.6	-5	4	-1	1	-1
COc1ccc(C(N)CCc2ccc(C)o2)cc1 (stereo not given)	54*	1	-8	1	2.1	-9	-3	-4	1.1	-2

The listing continues:
SMILES	L major viab	bIAP act	TNAP inh no acc	TNAP act hi DEA	RAM network inh	FLuc inh counter	bIAP inhibitor	TNAP inh hiacc	FLuc act counter	APP transl inh
O=C(O)CCC(=O)Nc1nnc(C(F)(F)F)s1	-1	0.9	-7	1.1	1.8	-11	9	-9	1.1	0
COc1ccc(NC(=O)OC(CN2CCCCC2)C(F)(F)F)cc1 (stereo not given)	5	1	-5	1	1.8	-4	-4	-5	1	-9
CCOC(=O)c1cc(CC)sc1NC(=O)c1ccc(N2C(=O)CCC2=O)cc1	2	1	-7	1	3.0	3	3	0	1	3
CCOc1ccc(C(CC(=O)O)NC(=O)C23CC4CC(CC(C4)C2)C3)cc1OC (stereo not given)	4	1	-11	1	-1.3	-4	4	-1	1	-19
Cc1cc(C)n(CC(O)COc2ccc3ccccc3c2)n1 (stereo not given)	-3	0.9	-6	1	-0.7	0	6	-4	1	-19
Cc1ccccc1OCC(=O)OCC(=O)NCC1CCCO1 (stereo not given)	-14	1	-10	1	2.4	-3	1	-4	1	35
Cc1cccc(NC(=O)c2cc(-c3ccc(C)s3)nc3ccccc23)n1	11	1.2	-8	1.1	6.0	6	-21	-6	0.9	-6
COC(=O)c1sccc1NC(=O)COc1ccc(F)cc1Cl	-4	0.9	-11	1.1	4.2	-6	8	-7	1.1	-52
Cc1ccc(NC(=O)CN2C(=O)N/C(=C/c3cccn3-c3ccc(C(=O)O)cc3)C2=O)cc1	-1	1	-6	1	1.6	-6	2	-3	1.1	-17
CCOC(=O)c1c(NC(=O)CSc2ncn[nH]2)sc(C)c1C	3	1.4	-7	1	5.9	0	-41	2	1	-8
CN1CCN(S(=O)(=O)c2cccc(C(=O)Nc3sc4c(c3C(N)=O)CCCC4)c2)CC1	11	1	3	1	0.5	-8	0	-2	1.1	-2
S=C(Nc1cccc(Cl)c1Cl)N1CCC2(CC1)OCCO2	-4	0.9	-11	1	3.2	-5	7	-2	1.1	-10

Compound profiles, from the list above:
C(=N\c1nc2ccccc2n1CCN1CCCCC1)/c1cccs1 is entered as L major viab: 53*; bIAP act: 1.2; TNAP inh no acc: -1; TNAP act hi DEA: 1.1; RAM network inh: 2.2; FLuc inh counter: -5; bIAP inhibitor: -20; TNAP inh hiacc: -6; FLuc act counter: 1; APP transl inh: -4
Cc1cccc(NC(=O)c2cc(-c3ccc(C)s3)nc3ccccc23)n1 is entered as L major viab: 11; bIAP act: 1.2; TNAP inh no acc: -8; TNAP act hi DEA: 1.1; RAM network inh: 6.0; FLuc inh counter: 6; bIAP inhibitor: -21; TNAP inh hiacc: -6; FLuc act counter: 0.9; APP transl inh: -6

Continuation:
SMILES	L major viab	bIAP act	TNAP inh no acc	TNAP act hi DEA	RAM network inh	FLuc inh counter	bIAP inhibitor	TNAP inh hiacc	FLuc act counter	APP transl inh
O=C(Nc1nnc(C(F)(F)F)s1)c1cccnc1	-2	0.9	2	1	2.6	18	12	-3	0.8	-28
CCN1CCN(C(=S)Nc2ccc(Cl)cc2Cl)CC1	-6	1	-16	1	0.7	-6	0	-4	1.1	10
COC(=O)Cn1ncc2c(C)n(Cc3ccccc3)c(C)c2c1=O	-3	1	-2	1	0.5	31	2	3	0.7	-54
CCOc1cccc(N2C(=O)CC(N(CCc3ccc(OC)c(OC)c3)C(=O)CC)C2=O)c1 (stereo not given)	-3	1.1	-7	1	3.6	-6	-8	1	1.1	19
Cc1cnc(NC(=O)COc2ccccc2Cl)s1	6	1	-11	1	1.2	91*	1	-2	0.1	-100
CCc1nc(SCc2cccnc2)c2c(=O)n(C)c(=O)n(C)c2n1	26	0.9	-3	1	1.4	-6	11	-3	1.1	nt
Cc1ccc(SC(C)C(=O)Nc2c(C)n(C)n(-c3ccccc3)c2=O)cc1 (stereo not given)	-9	1	-3	1	-0.1	0	1	4	1	nt

Source: PubChem (several laboratories)
